Bioassay records: PubChem, Sanford-Burnham Center for Chemical Genomics
SENP1 inh – blocks the human SENP1 SUMO protease catalytic domain. recombinant SENP1 catalytic domain, CyPet-SUMO1-YPet FRET cleavage. inhibition, % at 10 µM. actives 0.21% (n = 360,000);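 active = inhibition at least 30% at 10 µM, raw YFP signal under a set limit, fluorescence ratio 0.5 to 1.5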;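 also: 0% = enzyme with DMSO and 100% = no enzyme wells; some results filed as inactive read as strong as hits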
Target sequence (Q9P0U3 419-644 limits assumed): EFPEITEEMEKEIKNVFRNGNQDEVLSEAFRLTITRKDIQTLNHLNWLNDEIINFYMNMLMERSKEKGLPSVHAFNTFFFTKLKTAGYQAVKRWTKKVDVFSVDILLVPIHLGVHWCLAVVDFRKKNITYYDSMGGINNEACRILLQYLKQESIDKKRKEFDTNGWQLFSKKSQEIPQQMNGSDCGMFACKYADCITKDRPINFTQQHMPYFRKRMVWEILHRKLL
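System: Recombinant human SENP1 catalytic domain, His6-tagged | Incubation: Enzyme reaction for 50 min at room temperature, dark | Medium: Tris pH 8 with BME, BSA, NP40 and catalase | Also added: 25 nM SUMO1 FRET substrate | Compound: 10 µM single point, 0.5% DMSO | Measured by: FRET fluorescence in CFP and YFP emission channels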
Apaf1 inhib – human Apaf-1 inhibition; O14727; reconstituted apoptosome caspase-3 activity, DEVD-Rh110 fluorescence; inhibition, % at 20 µM; actives 0.71% (n = 330,000); AID 489030; active = inhibition of at least 40% at 20 µM;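 also: plate controls were DMSO wells for no effect and DEVD-CHO caspase inhibitor wells for full effect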
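Assay system – apoptosome proteins · Medium – Hepes buffer, pH 7.5 · Also added – cytochrome c with DEVD-Rh110 · Timing – 30 min compound preincubation, 50 min activation, room temperature · Detection – Rh110 fluorescence, excitation 480 nm, emission 540 nm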
SENP7 block – inhibitors of human SENP7 protease. recombinant SENP7, Z-RLRGG-aminoluciferin luminescence, 40 min. inhibition, % at 5 µM. actives 1.5% (n = 330,000). Q9BQF6;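 active = inhibition above about 50% at the single test dose, limit read from the data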;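 also: plate controls were DMSO with enzyme for no effect and no enzyme buffer wells for full effect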
SENP8 block-1 – inhibitors of human SENP8 protease; Q96LD8; purified SENP8, Z-RLRGG-aminoluciferin cleavage, luminescence; inhibition, % at 10 µM; actives 1.2% (n = 330,000); AID 2540; in the data active = inhibition above about 50%
Target sequence (Q96LD8 whole entry, looked up): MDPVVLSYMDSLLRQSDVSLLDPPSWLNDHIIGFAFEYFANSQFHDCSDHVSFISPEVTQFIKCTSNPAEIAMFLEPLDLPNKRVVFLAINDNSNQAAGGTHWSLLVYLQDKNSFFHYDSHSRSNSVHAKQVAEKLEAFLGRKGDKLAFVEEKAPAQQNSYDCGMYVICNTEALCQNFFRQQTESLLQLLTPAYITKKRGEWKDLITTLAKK
A3G deaminase – inhibitors of human APOBEC3G DNA deaminase; recombinant A3G, ssDNA deamination FAM/TAMRA fluorescence; inhibition, % at 20 µM; actives 0.28% (n = 330,000); AID 493012;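 active = inhibition of at least 40% at 20 µM, with no more than 30% in the related APOBEC3A deaminase screen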;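 also: plate controls were DMSO wells with A3G for no effect and wells lacking A3G enzyme for full effect; some compounds called inactive have numbers as strong as hits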
Target sequence (Q9HC16 whole entry, looked up): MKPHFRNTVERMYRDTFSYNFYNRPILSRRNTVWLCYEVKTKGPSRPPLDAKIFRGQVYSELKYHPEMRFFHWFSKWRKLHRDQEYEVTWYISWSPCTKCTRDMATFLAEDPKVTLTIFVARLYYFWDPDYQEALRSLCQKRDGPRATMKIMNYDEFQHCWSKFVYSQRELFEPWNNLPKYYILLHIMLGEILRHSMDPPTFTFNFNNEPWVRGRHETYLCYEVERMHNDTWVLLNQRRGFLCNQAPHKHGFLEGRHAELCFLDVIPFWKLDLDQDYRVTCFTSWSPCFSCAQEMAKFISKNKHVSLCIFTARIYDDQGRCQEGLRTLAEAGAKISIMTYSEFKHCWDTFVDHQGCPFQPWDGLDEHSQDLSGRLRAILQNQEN
SENP6 inh – SENP6 protease inhibition | actives 1.8% (n = 330,000) | Recombinant SENP6 catalytic domain, aminoluciferin luminescence | Q9GZR1 | AID 2599 | inhibition, % at 10 µM;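 active = inhibition above about 50% at the single tested dose, limit read from the data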;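 also: plate controls were DMSO wells with enzyme for no effect and DMSO wells lacking enzyme for full effect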
SENP8 block-2 – SENP8 (human) protease inhibition; recombinant SENP8, Nedd8 substrate fluorescence; actives 0.64% (n = 360,000); inhibition, % at 20 µM; AID 602440; Q96LD8; in the data active = inhibition mostly above about 40%, no sharp cut-off; inactive = mostly below about 27%
UBC13 inh – inhibitors of human UBC13 polyubiquitin chain formation | P61088 | inhibition, % at 20 µM | actives 0.47% (n = 330,000) | TR-FRET; in the data active = inhibition above about 45%, passing the limit was not always enough
Target sequence (P61088 whole entry, looked up): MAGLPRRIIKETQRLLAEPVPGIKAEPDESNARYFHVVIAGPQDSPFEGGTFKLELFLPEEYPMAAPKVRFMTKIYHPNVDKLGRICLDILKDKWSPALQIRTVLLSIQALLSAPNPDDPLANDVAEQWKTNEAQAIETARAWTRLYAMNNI
* = called active by the depositor; . = no result given; & = joins results of further samples.

SMILES | SENP1 inh | Apaf1 inhib | SENP7 block | SENP8 block-1 | A3G deaminase | SENP6 inh | SENP8 block-2 | UBC13 inh
O=C(Nc1ccccn1)c1cc(-c2cccnc2)nc2ccc(Br)cc12 | 0 | 7 | 15 | 6 | 0 | -9 | 13 | -15
COc1ccccc1OCc1nc(-c2ccc([N+](=O)[O-])cc2)no1 | 2 | -6 | 8 | 15 | -9 | 10 | 15 | 0
O=C1CCCN1CCCNc1ncnc2c1cnn2-c1ccc(Cl)cc1 | 1 | 14 | -13 | -11 | -12 | -12 | 21 | 7
COc1ccc(-n2c(SCC(=O)/C(C#N)=C(\C)N)nc3ccccc3c2=O)cc1OC | -2 | -2 | 8 | 8 | -2 | 22 | 5 | 12
Cc1cc(C(=O)N/N=C/c2c[nH]c3ccccc23)cs1 | -2 | 15 | 8 | -10 | 0 | -16 | -14 | 0
CCOc1ccccc1N(C(=O)c1snc(C(N)=O)c1N)C(C(=O)NCc1ccccc1)c1ccc(O)cc1 (stereo unspecified) | -36 | 16 | -8 | -5 | 5 | -5 | -294 | 9
COc1ccc(NC(=O)Nc2c(C)n(C)n(-c3ccccc3)c2=O)cc1OC | -2 | -1 | -9 | 4 | -5 | -3 | 10 | 0
CCCCNC(=S)NNC(=O)c1cc(C)on1 | -1 | -9 | -3 | -4 | -5 | 5 | 6 | 18
COCCn1c(SCC(=O)c2[nH]c(C)c(C(C)=O)c2C)nc2ccccc2c1=O | 2 | -5 | -6 | -10 | -4 | -16 | 2 | 1
CCc1ccccc1NC(=S)N1CCC(NC(=O)c2ccc(OC)cc2)CC1 | 0 | -1 | 6 | 5 | -6 | 3 | 12 | 7
CCOc1ccc(S(=O)(=O)N/N=C(\C)Cc2ccc(OC)cc2)cc1 | 3 | -2 | 4 | 6 | -9 | 12 | 17 | 0
COc1ccc(OCc2ccc(/C=N\NC(=O)c3sccc3C)o2)cc1 | 0 | 8 | 32 | -15 | -3 | 22 | -34 | -4
CC(Oc1ccccc1)C(=O)N1CCC2(CC1)Oc1ccc(F)cc1C(=O)C21CC(c2ccccc2)=NO1 (stereo unspecified) | -2 | -5 | 1 | -8 | -6 | -11 | 3 | -12
CC(/C=N/NC(=O)Cc1cccn1C)=C\c1ccco1 | -3 | 16 | -5 | -8 | 0 | -3 | -13 | -23
O=C(NC1CC1)c1cccc(S(=O)(=O)Nc2ccccc2F)c1 | -1 | -3 | 5 | -8 | -9 | -17 | 15 | -3
Cc1c(Cl)cccc1NC(=S)N1CCN(c2ccc([N+](=O)[O-])cn2)CC1 | 1 | -6 | 4 | 1 | -6 | -12 | 19 | 2
CCOC(=O)N1CCc2c(sc(NC(=O)Cc3ccccc3)c2C(=O)c2ccc(OC)cc2)C1 | -3 | 10 | 0 | 1 | -6 | 7 | 19 | 0
CCCCN(C)CCCNC(=O)c1cn(CC)c2ccc(S(=O)(=O)N3CCOCC3)cc2c1=O | 1 | -6 | -3 | 9 | -1 | -2 | 10 | -9
CC(=O)Nc1ccc(NC(=O)CSc2nc(=O)n(Cc3ccncc3)c3c2CCC3)cc1 | 0 | 1 | -2 | 2 | -8 | -5 | 8 | 3
COc1cc(C(=O)NCCc2ccc(S(N)(=O)=O)cc2)cc(OC)c1OC | -1 | -11 | 9 | -5 | 1 | 6 | 14 | -1
CC[C@H]1C(c2ccc(F)cc2)=NN(c2ccccc2)[C@@H]1CO | -61 | 17 | 8 | . | 6 | . | -396 | .
Cc1ccc2cc(CN(CC3CCCO3)C(=S)Nc3ccccc3)c(=O)[nH]c2c1 (stereo unspecified) | 2 | 11 | -5 | -10 | -5 | -7 | 14 | 0
CC(C)C(=O)NCCc1nc(-c2ccccc2Cl)no1 | -1 | 2 | 4 | -3 | 15 | 3 | 6 | 9
CN1CCN(C(=O)C2CCN(S(=O)(=O)c3cnc[nH]3)CC2)CC1 | 1 | -1 | 4 | 2 | -3 | 4 | 27 | 5
O=C(CCc1c[nH]c2ccccc12)N1CCCCCCC1 | 1 | 21 | -2 | 6 | 8 | -6 | 10 | 0
CN(c1ccccc1)c1nc(N)c([N+](=O)[O-])c(N2CCCCCC2)n1 | 1 | -3 | 1 | -3 | -8 | -9 | 20 | 5
O=C(O)CCN1C(=O)c2ccc(NC(=O)CSCc3ccccc3)cc2C1=O | -1 | 14 | 3 | -5 | 6 | -16 | -182 | -5
Cc1ccn2c(NCc3ccccc3)c(-c3cccc(SC4CCCCC4)c3)nc2c1 | -61&-50 | 28 | -5 | 2 | -7 | 8 | -478 | 16
O=C(c1ccc2c(c1)OCO2)C1CCCN(Cc2ccc3cccc(F)c3n2)C1 (stereo unspecified) | 0 | 12 | 2 | 0 | -7 | -2 | 7 | 4
Cc1c(NS(=O)(=O)c2cccs2)c(=O)n(-c2ccccc2)n1C | 5 | 1 | 2 | 7 | -1 | -5 | 35 | -11
O=C(Nc1ccccn1)c1ccc(S(=O)(=O)N2CCCC2)cc1 | 3 | 0 | 3 | -3 | -5 | -2 | 11 | 1
COc1ccc(-n2c(SCC(=O)NCC3CCCO3)nc3c(c2=O)SCC3)cc1OC (stereo unspecified) | -1 | 1 | 12 | -10 | -11 | -1 | 1 | -12
CCOC(=O)c1c(C)[nH]c(C(=O)/C(C#N)=C/c2ccc(OC(F)F)c(OC)c2)c1C | 16 | 8 | 0 | -12 | -18 | 5 | -9 | -19
COC(=O)c1c(C)[nH]c(/C=N/Nc2ccccc2)c1C | -15 | -5 | 0 | 2 | 2 | -4 | -39 | -1
CC(C)N(CCCNC(=O)c1ccc(CS(=O)(=O)c2c(Cl)cccc2Cl)o1)Cc1ccccc1 | 0 | 2 | 8 | -3 | -7 | -7 | 17 | 6
O=C(O)CCC(=O)Nc1cccc(C(=O)Nc2cccc(Cl)c2)c1 | -4 | 8 | 6 | -2 | -9 | -1 | 36 | -5
CCCCCCC(=O)c1c(C)[nH]c(C(=O)OCC)c1C | -4 | 29 | -13 | -11 | -6 | 0 | -1 | -6
Oc1ccc(Cl)cc1/C=N/c1nccs1 | -7 | 4 | 9 | 2 | 0 | -6 | -7 | 10
Cc1ccc(NC(=O)c2ccsc2)cc1NS(C)(=O)=O | -1 | 5 | 3 | 7 | -3 | 21 | 4 | 2
COCCn1cc(C(=O)NCCN(C)C)c2c3ccccc3n(C)c2c1=O | 0 | 0 | 1 | 3 | -3 | 3 | -292 | 5
CN(C)c1nc(C(=O)OCCO)nc(N(C)C)n1 | 1 | 10 | 4 | 4 | -5 | -9 | 11 | -7
O=C(Nc1ccc(F)cc1F)C1CCCN(c2ncnc3c2nc2n3CCCCC2)C1 (stereo unspecified) | -1 | 9 | 0 | -1 | -1 | -4 | 11 | 20
COc1ccccc1OCCCC(=O)NCc1ccco1 | 1 | 1 | -8 | -2 | -11 | -24 | 4 | -7
Cc1ccc(S(=O)(=O)N[C@@H](Cc2ccccc2)C(=O)N2CCC(C(=O)N[C@@H](CCC(N)=O)C(=O)O)CC2)cc1 | 5 | 7 | -4 | -13 | -10 | 0 | 3 | -2
CCc1cccc(N(C(=O)c2csnn2)C(C(=O)NC2CCCCC2)c2ccncc2)c1 (stereo unspecified) | -2 | 3 | 6 | 0 | -3 | 0 | 8 | 5
O=C(CNCc1ccccc1)NCCCN1CCCC1=O | 1 | -3 | 3 | 2 | -10 | -1 | 11 | 5
Cc1cc(/C=C2/NC(=O)NC2=O)c(C)n1-c1ccccn1 | -7 | 4 | -3 | -1 | -2 | 1 | -61 | 2
O=C(OCC(O)COC(=O)c1cccnc1)c1cccnc1 | 3 | 5 | -9 | -7 | -6 | -4 | 21 | -6

Seven compounds picked at random from those above:
SMILES | SENP1 inh | Apaf1 inhib | SENP7 block | SENP8 block-1 | A3G deaminase | SENP6 inh | SENP8 block-2 | UBC13 inh
CCc1cccc(N(C(=O)c2csnn2)C(C(=O)NC2CCCCC2)c2ccncc2)c1 (stereo unspecified) | -2 | 3 | 6 | 0 | -3 | 0 | 8 | 5
CN(C)c1nc(C(=O)OCCO)nc(N(C)C)n1 | 1 | 10 | 4 | 4 | -5 | -9 | 11 | -7
Cc1cc(/C=C2/NC(=O)NC2=O)c(C)n1-c1ccccn1 | -7 | 4 | -3 | -1 | -2 | 1 | -61 | 2
CCCCCCC(=O)c1c(C)[nH]c(C(=O)OCC)c1C | -4 | 29 | -13 | -11 | -6 | 0 | -1 | -6
COCCn1cc(C(=O)NCCN(C)C)c2c3ccccc3n(C)c2c1=O | 0 | 0 | 1 | 3 | -3 | 3 | -292 | 5
O=C(CNCc1ccccc1)NCCCN1CCCC1=O | 1 | -3 | 3 | 2 | -10 | -1 | 11 | 5
O=C(OCC(O)COC(=O)c1cccnc1)c1cccnc1 | 3 | 5 | -9 | -7 | -6 | -4 | 21 | -6

Some of these compounds in order of SMILES length, rising.
SMILES | SENP1 inh | Apaf1 inhib | SENP7 block | SENP8 block-1 | A3G deaminase | SENP6 inh | SENP8 block-2 | UBC13 inh
Oc1ccc(Cl)cc1/C=N/c1nccs1 | -7 | 4 | 9 | 2 | 0 | -6 | -7 | 10
O=C(OCC(O)COC(=O)c1cccnc1)c1cccnc1 | 3 | 5 | -9 | -7 | -6 | -4 | 21 | -6
O=C(Nc1ccc(F)cc1F)C1CCCN(c2ncnc3c2nc2n3CCCCC2)C1 (stereo unspecified) | -1 | 9 | 0 | -1 | -1 | -4 | 11 | 20

Next part
SMILES | SENP1 inh | Apaf1 inhib | SENP7 block | SENP8 block-1 | A3G deaminase | SENP6 inh | SENP8 block-2 | UBC13 inh
COc1cccc2cc(C(=O)NCc3ccco3)c(=Nc3ccc(C(=O)O)cc3)oc12 | -5 | 6 | 13 | -4 | 1 | -23 | -43 | -8
COc1ccc(Br)cc1CNC(=O)C1CCCN(c2nc3ccccc3o2)C1 (stereo unspecified) | 1 | -7 | 0 | -1 | -5 | -9 | 24 | 8
CCCNC(=O)C1(CC2CC(c3ccccc3)=NO2)CCN(C(=O)Cc2ccc(F)cc2)CC1 (stereo unspecified) | 0 | 3 | 8 | -18 | -8 | -22 | 6 | -1
CCOC(=O)c1ccc(NC(=O)CSc2nc(=O)n3cccc(C)c3n2)cc1 | 1 | 10 | -8 | -7 | -7 | -11 | -144 | -11
Nc1nnnn1/N=C/C=C/c1ccccc1 | 2 | 9 | -2 | -10 | -4 | -9 | 19 | 2
COC(=O)C(C(=O)OC)=C(/C=C/N(C)C)N(C)C | 0 | 3 | -1 | 5 | -3 | 8 | 0 | -7
Cc1ccc(OCC(=O)Nc2ccncc2)c(C)c1 | 0 | -9 | -6 | -3 | -3 | -16 | 12 | 4
O=C(NCc1ccco1)C1CCN(C(=O)c2ccc(Cl)cc2)CC1 | -1 | 2 | -11 | -6 | 0 | -7 | 1 | -11
Cc1nc2ncnn2c(C)c1CCC(=O)NCCC1=CCCCC1 | -1 | 4 | 1 | -6 | -6 | 18 | 3 | -2
Cc1ccc(S(=O)(=O)c2nc(NN(C)C)sc2Cl)cc1 | 2 | 14 | -13 | -10 | -2 | 10 | 31 | -13
O=C(Nc1cccc(C(=O)N2CCCCC2)c1)c1ccc(Cl)cc1 | 2 | 9 | 3 | 1 | -4 | -3 | 6 | -2
CCc1nnc(NC(=O)CSc2nnc(-c3ccccc3NC(=O)c3ccccc3)o2)s1 | 3 | -9 | -10 | -5 | -6 | 5 | -90 | -12
COc1ccc(N(C(=O)CCl)C(C)(C(=O)Nc2c(C)cccc2C)c2ccccn2)cc1 (stereo unspecified) | 23 | 4 | -8 | -5 | -8 | 0 | -4 | 6
